From PubChem
NALP1 yeast inh = NALP1 inflammasome inhibitors in reconstituted yeast, colorimetric, S. cerevisiae, triplicate retest; inhibition, % at 10 µM; 0.61% of 280,000 active; S. cerevisiae NALP1/ASC/caspase-1 growth, X-gal OD620, 72 h; in the data active means inhibition mostly above about 24%, no sharp cut-off; inactive means mostly below about 32%; further: some compounds called inactive have numbers as strong as hits
M18AAP inhibitor = PfM18AAP inhibitors, malaria aminopeptidase, primary screen, biochemical, QFRET, recombinant enzyme | M18 aspartyl aminopeptidase (Plasmodium falciparum 3D7) | H-Glu-NHMec fluorogenic cleavage | inhibition, % at 7.35 µM | 1.2% of 290,000 active;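 active means inhibition above the campaign mean inhibition over all tested compounds plus 3 SD, cut at about 28% in these data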;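 further: 0% = plate median of test compound wells and 100% = 2 mM ZnCl2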
PHOSPHO1 block = PubChem AID 1565 | inhibition, % at 13.3 µM | 1.1% of 290,000 active | recombinant PHOSPHO1, absorbance phosphatase assay | Phosphoethanolamine/phosphocholine phosphatase (Homo sapiens), Q8TCT1; in the data active means inhibition above about 60%
IDE cell inh = human IDE inhibitors in live cells, primary screen, fluorescence polarization, HEK cells, FAbetaB substrate | 0.41% of 320,000 active | inhibition, % at 5.59 µM | Insulin-degrading enzyme (Homo sapiens), P14735 | FAbetaB cleavage;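 active means percent inhibition above the average of all tested compounds plus 3 SD, set per screening campaign, cut at about 16% in these data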;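 further: IDE supplied by intact live HEK cells; FP after avidin binding of uncleaved biotin substrate so inhibition keeps polarization high; 0% = DMSO wells and 100% = 60 µM reference IDE inhibitor Ii1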
IDE cell activ = human IDE activators in live cells, primary screen, fluorescence polarization, HEK cells, FAbeta-B substrate | Insulin-degrading enzyme (Homo sapiens), P14735 | FAbeta-B cleavage; 0% vehicle, 100% cell-free pure enzyme wells | activation, % at 5.96 µM | 0.073% of 340,000 active | AID 493087, 2011;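 active means activation above the mean of all tested compounds plus 3 SD, set per screening campaign, cut at about 17% in these data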
p-CIP stab down = p/CIP-EGFP fusion destabilizers, primary screen, fluorescence, F442A cells. AID 1984, 2009. Q05BA5. 16 h. decrease of EGFP signal, % at 10 µM. 0.01% of 290,000 active;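 active means EGFP signal decrease of at least 30% at 10 µM or well 3 SD below plate mean, unless failing retest; inactive means the rest, including hits failing retest or dose response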; further: some compounds called inactive have numbers as strong as hits; many of its hits are not listed in these tables
VIM-2 inhibitor = VIM-2 metallo-beta-lactamase inhibitors, primary screen, biochemical, epi-absorbance readout, Pseudomonas aeruginosa enzyme; 0.89% of 290,000 active; inhibition, % at 5.6 µM; purified VIM-2, nitrocefin hydrolysis, epi-absorbance fluorescence;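 active means inhibition above the mean of all tested compounds plus 3 SD, cutoff set per screening run, cut at about 7.5% in these data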;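 further: red hydrolysis product quenches plate fluorescence so inhibitors raise well fluorescence; 0% = enzyme with DMSO and 100% = DMSO without enzyme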
GPR7 antagonist = GPR7 receptor antagonists, primary screen, cell-based, fluorescence, single concentration; GPR7-expressing cells, fluorescence antagonist assay; 1.1% of 290,000 active; Neuropeptides B/W receptor type 1 (Homo sapiens), P48145; inhibition, % at 4.4 µM; in the data active means inhibition above about 16%, passing the limit was not always enough;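 further: cells stimulated with the agonist NPW; 0% = agonist with vehicle and 100% = vehicle without agonist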
IMP-1 inhibitor = IMP-1 metallo-beta-lactamase inhibitors, primary screen, biochemical, epi-absorbance readout, Pseudomonas aeruginosa enzyme | metallo-beta-lactamase IMP-1 (Pseudomonas aeruginosa) | purified IMP-1, nitrocefin hydrolysis, epi-absorbance fluorescence | inhibition, % at 5.6 µM | AID 1556, 2009 | 0.45% of 290,000 active;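 active means inhibition above the mean plus 3 SD of all compounds in the same screening run, cut at about 4.5% in these data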;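 further: 0% = IMP-1 with DMSO and 100% = DMSO wells lacking enzyme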
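Material – recombinant IMP-1 enzyme, purified · Amount – IMP-1 0.2 nM before substrate addition · Medium – HEPES buffer pH 7.1 with ZnSO4 and Brij 35 · Timing – 25 °C, 15 min preincubation, 25 min reaction · Measured by – plate fluorescence quenching by hydrolysis product, ex 480/em 530 nm · Read-out – percent enzyme inhibition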
* hit, by the source's call; x = not tested or not shown; & = joins results of further samples. Rows were taken by chance; any-hit rate near 5.3%.

Compound	NALP1 yeast inh	M18AAP inhibitor	PHOSPHO1 block	IDE cell inh	IDE cell activ	p-CIP stab down	VIM-2 inhibitor	GPR7 antagonist	IMP-1 inhibitor
Cc1cc(N2CC(C)OC(C)C2)n2cc(-c3ccccc3)nc2n1 (stereo unspecified)	-18	-3	-29	-1	3	11	0.9	9	-0.5
CCOC(=O)Cn1c(=O)n(C2CCCC2)c(=O)c2ccccc21	21	-3	-32	2	-1	-7	1.2	-2	-1.6
COc1ccc(NC(=O)C2CCC(N3C(=O)C4CCCCC4C3=O)CC2)cc1 (stereo unspecified)	12	2	39	-12	-1	-3	-1.1	-5	-2.5
CCC(CO)Nc1ccc(-c2nn(C)c(=O)c3ccccc23)cc1[N+](=O)[O-] (stereo unspecified)	1	-11	19	-4	2	-12	25*	16	-0.6
CN(C)CCCN(C(=O)c1ccc(S(=O)(=O)N(C)Cc2ccccc2)cc1)c1nc2cc3c(cc2s1)OCO3	21	-1	18	2	-2	-8	-1.3	8	-0.7
CC1CN/C(=C\C(=O)c2ccccc2)C(=O)N1 (stereo unspecified)	16	-1	30	4	-3	4	-1.8	30*	-2.2
Cc1c(O)c(=O)ccn1C	-7&-1	4&-8	-4&12	-4	6	6&-14	-3.7&-4.0	-13&10	-4.2&-1.8
Cc1nn(C)cc1C(C)NC(=O)c1cc(COc2c(F)cccc2F)on1 (stereo unspecified)	-2	2	41	0	-3	-10	-0.7	12	-1.1
Cc1nonc1C(=O)N1CCCC(Nc2ccc(C(C)C)cc2)C1 (stereo unspecified)	20	-4	51	4	6	0	-2.1	25*	-4.1
COc1ccc(CNc2oc(COc3ccccc3)nc2C#N)cc1	12	-4	18	4	-3	-3	-2.1	1	-1.3

Reprinted from the part before: two compounds; new compounds follow.
Compound	NALP1 yeast inh	M18AAP inhibitor	PHOSPHO1 block	IDE cell inh	IDE cell activ	p-CIP stab down	VIM-2 inhibitor	GPR7 antagonist	IMP-1 inhibitor
Cc1nonc1C(=O)N1CCCC(Nc2ccc(C(C)C)cc2)C1 (stereo unspecified)	20	-4	51	4	6	0	-2.1	25*	-4.1
COc1ccc(CNc2oc(COc3ccccc3)nc2C#N)cc1	12	-4	18	4	-3	-3	-2.1	1	-1.3
Cn1c(=O)c2c(ncn2CCNC2=NCCCCC2)n(C)c1=O	4	-8	38	-3	1	-3	-1.1	8	-3.2
O=C(CN1CCN(Cc2ccccc2)CC1)Nc1ccc2c(c1)CCC2	16	1	20	1	2	-1	-3.3	-6	-3.8
O=C1NCCCC1C(=O)N/N=C/c1ccccc1O (stereo unspecified)	26	2	-14	2	3	8	-3.9	-5	-2.4
O=C(NCCN1CCOCC1)c1sc2cc(Cl)ccc2c1Cl	-1	3	39	1	-5	-4	-2.2	-5	-2.0
COCc1cc(=O)[nH]c(/N=C(\N)Nc2ccc(C)cc2C)n1	-11	-10	35	3	7	-5	-2.1	-12	-2.8
COCc1ccc(C(=O)NC(C)c2cnn(-c3ccccc3C)c2C)o1 (stereo unspecified)	9	2	33	2	-4	9	-3.9	-7	-2.9
CCN(CC(=O)Nc1cccc(OC)c1)CC(=O)Nc1ccc(C)cc1Cl	8	2	-13	-1	-5	3	-3.8	-8	-2.9
Cc1cc(C)c(C#N)c(SCc2ccccc2[N+](=O)[O-])n1	31	4	-2	-3	-3	-8	-0.6	-4	-2.2
O=C(Nc1cccc(-c2cn3cccnc3n2)c1)c1ccco1	4	-5	-8	2	3	-9	-1.0	-6	-3.0
Cc1ccc(NC(=O)Cc2nnc(SCC(=O)Nc3ccc(N4CCOCC4)cc3)n2C)cc1	-9	4	22	2	5	-14	-3.7	-2	-2.4
Cc1cc2cc3c(N)[nH]nc3nc2cc1C	-6	4	20	1	3	15	-3.0	-6	-3.0
COc1cc(C(=O)OCc2cc(=O)oc3c(C)c(C)ccc23)ccc1OC(F)F	7	-5	37	2	1	2	-3.6	-12	-2.7
CC(=O)Nc1ccc(-c2cc(C(=O)O)c3ccccc3n2)cc1	x	-9	37	0	6	-4	-1.3	1	-0.4
Cc1nn(CC(=O)NCCN2CCCCCC2)c(=O)c2nn(-c3ccccc3)c(C)c12	4	3	34	6	1	4	-1.7	-11	-1.4
CCNC(=S)NNC(=O)Cn1nc(C)cc1C	-2	3	28	-4	-6	-1	-1.0	8	-1.2
CCCc1nnc(NC(=O)CCC(=O)N2CCC(Cc3ccccc3)CC2)s1	16	-4	22	-3	4	-5	-1.4	3	0.9
O=C(Nc1cccnc1)c1ccc(CN2CCc3ccccc3C2)cc1	2	1	19	7	1	0	-1.4	0	-3.1
COc1ccc(OCCNC(=O)C(Cc2c[nH]c3ccccc23)NC(C)=O)cc1 (stereo unspecified)	0	1	16	5	5	-8	-2.0	-15	-1.2
O=C(O)c1cccc(CSc2nnc(-c3cccnc3)o2)c1	-15	1	24	x	8	7	-1.4	9	-2.6
CC(C)Cc1ccc(S(=O)(=O)Nc2cccnc2)cc1	2	-1	29	5	5	-20	-1.4	9	-3.1
CCOC(=O)CC(NC(=O)Cc1ccccc1)c1ccccc1Cl (stereo unspecified)	5	0	-15	-3	3	5	-2.9	1	-2.7
O=C(Nc1cccnc1Cl)c1cccnc1Cl	30	-11	19	-3	-3	1	-5.3	2	-3.7
CC(C)Oc1cccc(C(=O)NC(=S)NCc2cccnc2)c1	-6	1	-14	1	3	-5	0.1	-7	-2.8
Cc1nn(-c2ccccc2)c(C)c1/C=N/NC(=O)CSc1nnc(SCc2cccc3ccccc23)s1	29	2	-2	4	3	2	-2.4	-6	-2.4
CCOc1ccc2nc(SC3CC(=O)N(c4ccc(C)cc4)C3=O)sc2c1 (stereo unspecified)	10	6	84*	1	-6	-6	-3.4	-11	-4.1
COc1ccc(-n2c(=O)c3c4c(sc3n(CC(=O)NCc3ccco3)c2=O)CCC4)c(OC)c1	2	1	-18	1	-2	-13	-2.2	6	-1.0
Cc1ccc(S(=O)(=O)Oc2cccc(N3C(=O)C4CC=CCC4C3=O)c2)cc1 (stereo unspecified)	11	1	39	9	1	-4	-4.5	-9	-5.6
Cc1cccc(NC(=S)N(CCCN2CCOCC2)Cc2cn(C)c3ccccc23)c1	7	-3	-11	-3	4	-2	-3.4	2	-2.1
COc1ccc(-n2nc3ccc(NS(C)(=O)=O)cc3n2)cc1Cl	6	-2	-14	2	-2	-2	-1.5	-5	-2.3
O=C(CCNS(=O)(=O)c1cccs1)N1CCN(c2ccc(F)cc2)CC1	16	2	28	-1	1	1	0.3	-2	-0.4
Cc1cc(C)c2nc(NNC(=O)c3ccc(S(=O)(=O)N4CCCCC4)cc3)sc2c1	25	36*	-4	0	5	7	-4.0	-10	-4.3
O=C1CC(c2ccco2)Sc2ccccc2N1 (stereo unspecified)	19	0	38	4	0	1	1.1	0	2.0
CCCCc1nc2cc(C(=O)N3CCNC(=O)C3CC(=O)OC)ccc2o1 (stereo unspecified)	11	0	11	0	3	2	-2.1	-9	-2.6
CCCCCCCOc1ccc(C(=O)Nc2cccnc2)cc1	7	-4	19	1	8	-15	-0.6	-28	-2.5
CSc1ncccc1C(=O)Nc1nc2ccc(F)cc2s1	12	2	-15	0	1	7	-2.7	10	-3.7
Cc1[nH]n(-c2ccccc2)c(=O)c1N=Nc1ccc(C(=O)O)cc1	5	5	-34	0	0	-10	1.6	-21	-4.2
O=C1CSC(=S)N1/N=C/C=C/c1ccccc1	14	54*	-8	4	-1	-11	-2.7	7	0.5
CC(C)N1CCN(S(=O)(=O)c2ccc3ccccc3c2)CC1	11	0	-7	0	2	14	-0.4	2	-1.1
CCOC(=O)c1c(C)c(C(=O)Nc2cc(OC)ccc2OC)c(C)n1CC	6	-6	14	0	5	4	-2.2	-21	-2.9
Cc1ccc(NS(=O)(=O)c2ccc(NC(=O)c3cccs3)cc2)cc1	20	5	36	10	-5	-11	-1.6	-12	-1.1
COc1ccc(/C=N/NC(=O)CCSc2nc3ccccc3s2)cc1	22	4	-12	0	2	-6	-1.1	3	-2.6
COC(CNC(=O)c1cccc(-n2c(=S)[nH]c3cc(Cl)ccc3c2=O)c1)OC	0	-2	-92	9	3	15	-0.3	-9	-2.2
CC1(C)OC2OC(C(=O)N/N=C/c3cc(Br)ccc3O)C3OC(C)(C)OC3C2O1 (stereo unspecified)	24	1	-5	-1	0	0	-4.5	-5	-2.9
CCOC(=O)c1c(C)n(C)c2cc(CN(C)C)c(O)c(S(=O)(=O)c3ccccc3)c12	6	11	28	3	1	-23	0.0	-18	-2.4
COc1ccc(OCCn2cc(/C(N)=N/O)c3ccccc32)cc1	8	10	45	4	3	-5	-2.4	8	-3.5
CC1CCCCN1S(=O)(=O)c1csc(C(N)=O)c1 (stereo unspecified)	8	0	32	-1	8	-2	-0.5	-13	-1.8
O=C(CCC(=O)Nc1nnc(C2CCCCC2)s1)NCc1ccccc1	-9	-3	20	7	7	1	-3.3	-18	-2.3
